P. falciparum M1AAP: malaria alanyl aminopeptidase activity blockers – biochemical, fluorogenic H-Leu-NHMec substrate, 1536-well (AID 1445). recombinant M1AAP, H-Leu-NHMec fluorogenic kinetic assay; higher % means a stronger effect. inhibition, % at 30 µM; hits with a dose series show IC50 in µM. actives 0.42% (n = 220,000);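 active = primary inhibition above the hit cutoff, then over 50% inhibition at one or more dose response concentrations, cut at about 23% in these data, passing the limit was not always enough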;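 also: plate controls were DMSO full reaction for no effect and no enzyme background for full effect; strong numbers were not always called active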
XIAP displacement: small molecules displacing peptide from XIAP – biochemical, IAP family, fluorescence polarization (AID 1018). XIAP BIR domain, fluorescence polarization peptide displacement; higher % means a stronger effect. displacement, % at 20 µM; hits with a dose series show IC50 in µM. actives 0.007% (n = 200,000); in the data active = displacement above about 50%; also: a part of the inactive calls stands beside numbers as strong as those of hits
TNAP activators: stimulation of alkaline phosphatase TNAP activity – biochemical, luminescent, no phosphate acceptor, uHTS, primary screen (AID 1001) | purified TNAP, luminescent activation assay, no phosphate acceptor; higher activation fold means a stronger effect | activation fold at 20 µM, or EC50 in µM where a hit was titrated | actives 0.03% (n = 200,000); in the data active = activation fold from about 3, or a potency from the dose series; inactive = the rest, 99 in 100 with activation fold below about 1.6; also: many of its hits are not listed in these tables
SIAH1 antagonists: Siah-1 peptide-binding antagonists, primary screen, biochemical, fluorescence polarization, rhodamine-plectin, uHTS (AID 1817) | Siah-1 / rhodamine-plectin peptide fluorescence polarization; higher % means a stronger effect | one-dose displacement, % at 20 µM; IC50 in µM for titrated hits | actives 0.02% (n = 290,000);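 active = displacement of at least 50% at 20 µM, with a fluorescence ratio check between 0.3 and a set limit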;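 also: plate controls were Siah plus tracer with DMSO for no effect and tracer alone without Siah for full effect; strong numbers were not always called active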
UTI89 phage lysis: protection from phage-mediated lysis, alamar blue read-out – E. coli UTI89, K1F phage, bacterial capsule biogenesis inhibitors (AID 488966); E. coli UTI89 K1F phage lysis, alamar blue, 2 h; higher % means a stronger effect; one-dose inhibition, % at 100 µM; IC50 in µM for titrated hits; actives 0.02% (n = 340,000);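 active = phage lysis inhibition, versus mean bacterial control, above a set limit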;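 also: capsule biogenesis inhibitors block K1F phage lysis so surviving cells raise fluorescence; higher fluorescence means more inhibition of phage lysis; actives were called in the ten point dose series up to 300 µM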
P. falciparum M17LAP: P. falciparum M17LAP inhibitors, primary screen, biochemical, fluorogenic H-Leu-NHMec substrate, 1536-well (AID 1619) | recombinant M17LAP, H-Leu-NHMec fluorogenic kinetic assay; higher % means a stronger effect | inhibition, % at 30 µM; hits with a dose series show IC50 in µM | actives 0.38% (n = 220,000);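 active = compound inhibiting the enzyme by more than half at any dose during confirmatory dose-response retesting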;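 also: plate controls were full reaction with DMSO carrier for no effect and no enzyme background for full effect; strong numbers were not always called active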
PMI inhibitors: inhibitors of human PMI, primary screen, biochemical, fluorescence intensity, coupled assay (AID 1209) | one-dose inhibition, % at 20 µM; IC50 in µM for titrated hits | purified PMI enzyme, coupled fluorescence intensity; higher % means a stronger effect | actives 0.42% (n = 190,000);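 also: plate controls were DMSO vehicle for no effect and wells lacking substrate for full effect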
Hep lipid drop: modulators of hepatic lipid droplet formation; AML12 mouse hepatocytes, oleate lipid droplets, BODIPY imaging; inhibition, % at 6.5 µM; actives 0.4% (n = 240,000); AID 1656;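 active = lipid droplet intensity inhibited by at least 50%, with more than 500 cells counted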
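Assay system: AML12 hepatocytes (mouse); Probe or stimulus: oleic acid at 100 µM to induce lipid droplet formation; Dosing: compound at 6.5 µM only; Schedule: compound with oleate, overnight; Detection: fluorescence imaging, 20x objective, two fields per well; Measure: % inhibition of lipid droplet signal.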
human PMI inhibitors: human PMI inhibitors, high substrate, primary screen, biochemical, fluorescence intensity, high mannose 6-phosphate (AID 1220); recombinant PMI enzyme, coupled fluorescence intensity; higher % means a stronger effect; inhibition, % at 20 µM; hits with a dose series show IC50 in µM; actives 0.66% (n = 190,000)
Hep lipid drop cells 6.5 µM: further read-out of Hep lipid drop, marked with its call; cell count; measured here: cell count, cytotoxicity flag;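 cells counted across two imaged fields per well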
* = called active by the depositor; · = not tested or not shown; [ ] = dose if it differs, or a comment. Rule as the data show it, unless noted: active = inhibition above about 50%; inactive = the rest.

SMILES	P. falciparum M1AAP	XIAP displacement	TNAP activators	SIAH1 antagonists	UTI89 phage lysis	P. falciparum M17LAP	PMI inhibitors	Hep lipid drop	Hep lipid drop cells 6.5 µM	human PMI inhibitors
CCNC(=O)c1cc(S(=O)(=O)N(C)C)c(Cl)cc1Cl	-3%	-4.2%	1.2	5%	-4.5%	-5%	5%	16	727	-3%
CCOC(=O)c1cnc2c(-c3ccccc3)c(C)nn2c1N	22%	-3.1%	1.1	2%	0.5%	10%	10%	3	745	8%
COCCNC(=O)c1c(N)sc2c1CCCC2	-4%	-3.8%	1.1	-4%	·	-11%	11%	-5	711	1%
COc1ccc(S(=O)(=O)Cc2ccccc2)cc1N	-1%	-4.8%	1	1%	-0.1%	-2%	-6%	·	·	1%
COc1ccc(Cn2nnnc2CN(CCCN2CCOCC2)Cc2cc3cc(OC)ccc3[nH]c2=O)cc1	3%	-5.3%	1.1	6%	0.4%	-9%	10%	3	691	12%
CCO[C@H]1OC(C(=O)N2CCCCCCC2)=C[C@@H](c2csc3ccccc23)[C@@H]1CCCO	2%	-3.0%	1	-3%	0.0%	1%	8%	-4	696	14%
COc1ccccc1C(=O)Nc1ccc(C)cc1C(=O)c1ccccc1	15%	-49%	1.1	2%	2.0%	-1%	22%	-36	650	9%
Cc1cc(C)c(C(=O)CSc2nnc(C)s2)c(C)c1	-2%	-13%	1.1	-6%	0.4%	1%	1%	4	757	-2%
CN(C)C(=O)N1CCC(C(=O)NCc2ccc(F)cc2Cl)CC1	3%	-1.9%	1.1	-1%	4.9%	7%	8%	-3	752	6%
Cc1cc(S(=O)(=O)Nc2ccc3c(c2)n(C)c(=O)n3C)ccc1F	0%	-2.8%	1.1	9%	2.3%	3%	2%	-13	620	8%
O=C(OC1CCOC1=O)c1cccc(S(=O)(=O)Nc2cccc(Cl)c2)c1 (stereo not given)	2%	-7.1%	1.1	10%	-0.6%	9%	11%	-8	501	2%
O=C(CSc1ncnc2c1cnn2-c1ccccc1Cl)N1CCN(C(=O)c2ccco2)CC1	6%	-1.3%	1	-2%	2.0%	29%	1%	·	·	4%
CCN1CCN(Cc2cc(=O)oc3cc(C)cc(C)c23)CC1	3%	0.5%	1	-3%	0.2%	7%	21%	-1	732	9%
CSc1ccccc1C(=O)NCCc1ccc(S(=O)(=O)N2CCCCC2)cc1	5%	-20%	1.1	4%	-0.5%	11%	-1%	-14	714	-6%
Cc1ccc(NC(=O)COC(=O)CNC(=O)c2ccco2)cc1	3%	-5.4%	1.1	-1%	0.2%	-4%	6%	5	688	10%
CN1CCc2nc(NC(=O)COc3ccc(C#N)cc3)sc2C1	5%	-3.6%	1.1	-8%	-1.6%	1%	-3%	-1	687	-3%
NCCCCCc1nnc(SCc2ccccc2Cl)o1	0%	-2.8%	1.1	3%	0.5%	-7%	5%	·	·	3%
COC(=O)c1ccc(Cl)cc1N(Cc1c(F)cccc1Cl)S(C)(=O)=O	3%	·	·	-1%	-1.6%	0%	·	-36	697	·
C#CCOCCOCCOCCNc1nc(N2CCN(C(=O)[C@H](CCC(=O)O)n3cc(C(N)CC(C)C)nn3)CC2)nc(N2CCN(C(=O)[C@H](Cc3cc4ccccc4[nH]3)n3cc(C(N)[C@H](C)CC)nn3)CC2)n1 (stereo not given in full)	15%	-5.8%	1.2	1%	-0.3%	1%	-13%	4	705	-2%
CCNc1nc(CN2CCCCC2)nc2scc(-c3ccccc3)c12	2%	-0.9%	1.2	6%	0.4%	17%	-3%	-21	613	-5%
O=C1NC[C@H](Cc2ccccc2)N(CCc2cccc(F)c2)C1=O	5%	·	·	1%	3.7%	-6%	·	2	715	·
COCCN(C(=O)Nc1ccccc1)c1ccccc1	-11%	22%	1	4%	-0.3%	0%	12%	1	826	11%
COc1ccc(CCC(=O)N2CC(C)OC(C)C2)cc1 (stereo not given)	7%	0.0%	1.1	4%	4.4%	0%	11%	-11	779	5%
COc1ccc(C)cc1NC(=O)C(=O)NNC(=O)COc1ccc(Cl)cc1	3%	-4.2%	2.4	-2%	-0.3%	23%	-10%	4	677	-4%
CC(=O)c1ccc(NS(=O)(=O)Cc2ccc(Cl)cc2)cc1	4%	-9.7%	1	2%	-2.7%	11%	-2%	0	811	-1%

Filtered by structure: the compounds so far with a furan ring, fused or not (two)
SMILES	P. falciparum M1AAP	XIAP displacement	TNAP activators	SIAH1 antagonists	UTI89 phage lysis	P. falciparum M17LAP	PMI inhibitors	Hep lipid drop	Hep lipid drop cells 6.5 µM	human PMI inhibitors
O=C(CSc1ncnc2c1cnn2-c1ccccc1Cl)N1CCN(C(=O)c2ccco2)CC1	6%	-1.3%	1	-2%	2.0%	29%	1%	·	·	4%
Cc1ccc(NC(=O)COC(=O)CNC(=O)c2ccco2)cc1	3%	-5.4%	1.1	-1%	0.2%	-4%	6%	5	688	10%

The listing picks up, repeating the 5 entries before the break.
SMILES	P. falciparum M1AAP	XIAP displacement	TNAP activators	SIAH1 antagonists	UTI89 phage lysis	P. falciparum M17LAP	PMI inhibitors	Hep lipid drop	Hep lipid drop cells 6.5 µM	human PMI inhibitors
O=C1NC[C@H](Cc2ccccc2)N(CCc2cccc(F)c2)C1=O	5%	·	·	1%	3.7%	-6%	·	2	715	·
COCCN(C(=O)Nc1ccccc1)c1ccccc1	-11%	22%	1	4%	-0.3%	0%	12%	1	826	11%
COc1ccc(CCC(=O)N2CC(C)OC(C)C2)cc1 (stereo not given)	7%	0.0%	1.1	4%	4.4%	0%	11%	-11	779	5%
COc1ccc(C)cc1NC(=O)C(=O)NNC(=O)COc1ccc(Cl)cc1	3%	-4.2%	2.4	-2%	-0.3%	23%	-10%	4	677	-4%
CC(=O)c1ccc(NS(=O)(=O)Cc2ccc(Cl)cc2)cc1	4%	-9.7%	1	2%	-2.7%	11%	-2%	0	811	-1%
COc1cc(OC)c(C(=O)OC(C)C(=O)Nc2cc(C(F)(F)F)ccc2Cl)cc1OC (stereo not given)	8%	-7.5%	1.3	-8%	-0.9%[50 µM]	1%	7%	37	629	3%
Cc1cccnc1NC(=O)/C=C/c1ccc2c(c1)OCO2	7%	-5.3%	1	-4%	1.3%[50 µM]	7%	3%	2	641	-5%
COCCn1c(SCc2csc(-c3ccccc3)n2)nc2ccccc21	3%	-6.4%	1	4%	0.8%	1%	-1%	-20	776	-6%
Cc1cc2c(c(=O)o1)C(CCC1CCCCC1)C(C#N)=C(N)O2 (stereo not given)	2%	·	·	-3%	·	7%	·	-2	671	·
CCNC(=S)NN(c1ccccc1)c1ccccc1	1%	-11%	1	-5%	0.1%	5%	9%	-11	888	5%
Cn1c(=O)c2c(nc(NCCCN3CCOCC3)n2Cc2ccc(Cl)cc2)n(C)c1=O	·	-6.3%	1	-3%	-0.5%	·	5%	·	·	5%
O=c1oc2c(CN3CCCCC3)c(O)ccc2cc1-c1nc2ccccc2[nH]1	·	-1.7%	1.4	-2%	6.9%	·	10%	6	791	7%
Cc1c(NC(=S)NC(=O)c2ccco2)c(=O)n(-c2ccccc2)n1C	0%	2.3%	1	3%	0.4%[50 µM]	-4%	-11%	-3	702	-12%
CN1CCC(=NNC(=O)C(=O)Nc2ccc(F)cc2)CC1	3%	-3.7%	1.1	3%	1.3%	13%	2%	3	698	3%
CCOc1ccc(NCc2nnc(SCC(=O)Nc3cc(C)on3)n2-c2ccc(OC)cc2)cc1	13%	-0.6%	1.1	1%	0.1%	4%	6%	·	·	19%
Cc1ccc(NC(=S)NNC(=O)CSc2nc3ccccc3c(=O)n2-c2ccc(C)cc2)cc1	-10%	-18%	1.7	-9%	3.5%	-1%	5%	4	695	-2%
O=C(CSc1nnc2c3c4c(sc3ncn12)CCCC4)NCc1ccco1	-4%	2.5%	1	-3%	-0.3%	-1%	11%	-35	717	5%
O=C(CSc1nc2ccccc2c(=O)n1-c1ccccc1)N1CCc2ccccc21	-3%	-2.3%	1.1	7%	0.5%[50 µM]	11%	7%	-10	658	5%
O=S(=O)(c1cccc(NC(=S)Nc2ccc(Br)cc2Cl)c1)N1CCOCC1	-3%	-4.8%	0.9	-2%	-0.7%	8%	-13%	·	·	-16%
Cn1c(-c2ccccc2)c[n+]2c1-c1ccccc1C2	13%	-0.6%	1	-9%	1.5%	2%	4%	-46	602	-3%
CC(C)(C)c1ccc(/C=C/C(=O)N2CCN(c3ncccn3)CC2)cc1	8%	-13%	1	8%	3.7%	0%	15%	-1	657	19%
O=C(CSc1nnc2ccc(-c3cccnc3)nn12)Nc1ccc(F)cc1F	1%	-9.1%	1	4%	0.3%	8%	6%	-7	705	13%
CCCNC(=O)CS(=O)(=O)Cc1nc(-c2cccc(OC)c2)oc1C	-5%	-1.9%	1.1	6%	-0.6%	2%	7%	11	692	7%
Clc1ccc(Cl)c(-c2nn3c(COc4ccccc4)nnc3s2)c1	1%	-3.7%	1	-1%	-1.3%	-5%	48%	-23	596	5%
CCOC(=O)CNC(=O)C1c2ccccc2C(=O)N(c2ccc(OC)cc2)C1c1ccc(OC)cc1 (stereo not given)	1%	-4.1%	1.1	-4%	-0.2%	-1%	6%	-1	783	-5%
COc1ccc(OC)c(-n2cnc3cc(C(=O)O)ccc32)c1	6%	-3.7%	1.1	1%	0.3%	11%	1%	·	·	1%
O=C(N1CCOCC1)n1cnc2ccccc21	9%	-4.7%	1.1	17%	0.2%	-7%	5%	-18	729	10%

An excerpt from above in order of their number in TNAP activators, lowest first:
| compound | TNAP activators |
| --- | --- |
| CC(C)(C)c1ccc(/C=C/C(=O)N2CCN(c3ncccn3)CC2)cc1 | 1 |
| CCOc1ccc(NCc2nnc(SCC(=O)Nc3cc(C)on3)n2-c2ccc(OC)cc2)cc1 | 1.1 |
| Cc1ccc(NC(=S)NNC(=O)CSc2nc3ccccc3c(=O)n2-c2ccc(C)cc2)cc1 | 1.7 |

Bioassay records from PubChem.
